Compound activity from PubChem.
697 NFkB inh: inhibitors of PMA/ionomycin-induced NF-kB reporter, 697 cells, primary screen, B-cell NF-kB inhibitor project, cell-based, luminescence, uHTS; AID 435022, 2010; 697 B-cell NF-kB luciferase reporter, 16 h; inhibition, % at 4 µM; actives 0.33% (n = 330,000); in the data active = inhibition above about 35%
Gli-Sufu block: Gli-Sufu pathway antagonists, primary screen, luciferase luminescence, Sufu-KO-LIGHT cells, uHTS; Sufu-KO-LIGHT fibroblasts, Gli luciferase reporter luminescence; inhibition, % at 5 µM; actives 0.74% (n = 340,000); AID 588413, 2011;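 active = inhibition above about 55%, limit read from the data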;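 also: 0% = DMSO-treated cells and 100% = wells with medium but no cells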
Jurkat NFkB inh: inhibitors of induced NF-kB luciferase reporter, primary screen, TCR NF-kB activation inhibitor project, cell-based, luminescence, uHTS; Jurkat, PMA/ionomycin-induced NF-kB luciferase reporter; AID 435003, 2010; actives 0.53% (n = 330,000); inhibition, % at 4 µM; in the data active = inhibition above about 50%
CCR6 antag: CCR6 receptor antagonists, primary screen, cell-based, CHO-K1, luminescence, beta-arrestin, uHTS | C-C chemokine receptor type 6 (Homo sapiens), P51684 | CHO-K1 CCR6 PathHunter beta-arrestin, CCL20-stimulated | inhibition, % at 20 µM | actives 0.49% (n = 340,000);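 active = compounds whose inhibition of the agonist-driven luminescence signal at 20 µM reaches about 50%, limit read from the data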;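 also: cells stimulated with CCL20 at 14 nM final; plate controls were DMSO with CCL20 for no effect and DMSO without agonist for full effect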
Target sequence (P51684 whole entry, looked up): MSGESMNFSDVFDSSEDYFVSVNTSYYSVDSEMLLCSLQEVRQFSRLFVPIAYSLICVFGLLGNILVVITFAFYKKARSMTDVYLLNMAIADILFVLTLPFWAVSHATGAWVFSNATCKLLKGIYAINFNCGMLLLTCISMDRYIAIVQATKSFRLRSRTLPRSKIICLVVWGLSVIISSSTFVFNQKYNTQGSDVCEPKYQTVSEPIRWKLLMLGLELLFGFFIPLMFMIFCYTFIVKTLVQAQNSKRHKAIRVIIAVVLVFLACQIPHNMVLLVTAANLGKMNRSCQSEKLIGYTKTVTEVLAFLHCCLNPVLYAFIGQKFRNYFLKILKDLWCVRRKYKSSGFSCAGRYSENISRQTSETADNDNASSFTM
UPR CHOP act: activators of apoptotic CHOP UPR arm, primary screen, cell-based, CHO-CHOP luciferase reporter, luminescence, uHTS. UPR activation; percent of tunicamycin response over DMSO baseline. activation, % at 10 µM. actives 0.34% (n = 330,000). AID 449763, 2010;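 active = at 10 µM dose, activation of 40% or more, normalized to positive control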;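 also: 100% = tunicamycin at 10 µg/mL and 0% = DMSO alone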
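System: CHO-CHOP luciferase reporter cell line | Buffer or medium: F12 medium containing 10% fetal bovine serum | Doses: One dose, 10 µM in 0.5% DMSO | Times: 6 h compound exposure at 37 °C after overnight seeding | Signal: Luciferase luminescence | Read-out: % activation vs tunicamycin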
Mdm2-MdmX inh: inhibitors of human Mdm2-MdmX association, primary screen, cell-based, luminescence, split luciferase, SaOS-2, uHTS. AID 485346, 2010. actives 3% (n = 330,000). SaOS-2 split-luciferase Mdm2/MdmX complementation. inhibition, % at 8 µM. Protein Mdm4 (Homo sapiens) + E3 ubiquitin-protein ligase Mdm2 (Homo sapiens), …;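 active = inhibition of at least 50% at 8 µM in the primary screen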
EBI2 block: EBI2 receptor antagonists, beta-arrestin recruitment, primary screen, cell-based, luminescence, 7a,25-OHC stimulation, uHTS | G-protein coupled receptor 183 (Homo sapiens), P32249 | 7a,25-OHC stimulated | inhibition, % at 5 µM | actives 0.81% (n = 360,000); in the data active = inhibition above about 38%;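 also: enzyme fragment complementation signal reports receptor beta-arrestin coupling in cells; 0% = agonist plus DMSO wells and 100% = wells without agonist; some results beyond the cut were filed as inactive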
Target sequence (P32249 whole entry, looked up, the tested form may be a part): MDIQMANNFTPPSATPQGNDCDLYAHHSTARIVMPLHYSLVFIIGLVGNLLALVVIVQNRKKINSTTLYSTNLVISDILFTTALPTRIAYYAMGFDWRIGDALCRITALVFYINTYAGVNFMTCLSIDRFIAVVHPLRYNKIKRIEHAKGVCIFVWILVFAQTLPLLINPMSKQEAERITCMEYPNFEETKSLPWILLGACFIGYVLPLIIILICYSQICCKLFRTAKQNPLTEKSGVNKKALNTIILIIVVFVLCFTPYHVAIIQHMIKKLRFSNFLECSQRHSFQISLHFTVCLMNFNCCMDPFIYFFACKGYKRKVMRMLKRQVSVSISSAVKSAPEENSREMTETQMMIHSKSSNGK
XBP1 UPR activ: activators of adaptive XBP1 UPR arm, primary screen, cell-based, CHO-XBP1 luciferase reporter, luminescence, uHTS | AID 463104, 2010 | actives 0.33% (n = 330,000) | IRE1-XBP1 UPR activation; percent of tunicamycin response, DMSO as zero | activation, % at 20 µM;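 active = versus positive control, 20 µM dose yields 30% or more activation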;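 also: 100% = tunicamycin at 10 µg/mL and 0% = DMSO only wells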
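Material: CHO-XBP1 cells stably carrying IRE1-XBP1-driven luciferase reporter | Medium: F12 with 10% serum | Compound dosing: 20 µM single concentration, DMSO 1% | Incubation: Overnight seeding at 37 °C, 6 h compound treatment at 37 °C | Detection: Steady-Glo luminescence read | Read-out basis: % activation of reporter signal versus tunicamycin and DMSO controls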
CXCR6 block: CXCR6 receptor inhibitors, primary screen, cell-based, beta-arrestin, luminescence, CHO-K1 PathHunter, 1536-well | actives 0.36% (n = 360,000) | C-X-C chemokine receptor type 6 (Homo sapiens), O00574 | AID 602244, 2012 | inhibition, % at 20 µM; in the data active = inhibition above about 34%, passing the limit was not always enough;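 also: antagonist mode with CXCL16 agonist at 10 nM final; 0% = 10 nM CXCL16 with DMSO and 100% = unstimulated wells without agonist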
Target sequence (O00574 whole entry, looked up): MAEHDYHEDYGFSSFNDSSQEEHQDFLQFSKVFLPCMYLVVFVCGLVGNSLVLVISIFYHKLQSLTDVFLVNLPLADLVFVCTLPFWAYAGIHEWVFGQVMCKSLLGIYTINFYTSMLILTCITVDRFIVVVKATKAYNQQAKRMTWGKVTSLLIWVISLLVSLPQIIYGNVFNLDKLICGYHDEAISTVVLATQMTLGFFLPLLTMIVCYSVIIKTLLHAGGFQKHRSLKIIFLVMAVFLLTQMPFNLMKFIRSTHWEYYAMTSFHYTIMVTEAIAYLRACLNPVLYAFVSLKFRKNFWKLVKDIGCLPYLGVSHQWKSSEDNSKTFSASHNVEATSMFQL
Active calls of the source: *; . = not tested or not shown.

SMILES	697 NFkB inh	Gli-Sufu block	Jurkat NFkB inh	CCR6 antag	UPR CHOP act	Mdm2-MdmX inh	EBI2 block	XBP1 UPR activ	CXCR6 block
Cc1ccc2nc(-c3cccc(N)c3)[nH]c2c1	-175.1	-88.5	-123.9	-7.0	-3.4	-83.2	-9.6	-3.9	-14.6
Cc1ccc(N(CCC(=O)O)S(=O)(=O)c2ccccc2)cc1	20.5	-2.6	13.0	0.5	3.4	7.8	-10.2	-2.5	4.1
CCCCN(C)C(=O)c1nc2ccccn2c1CNCCCn1ncc2ccccc21	-0.2	6.9	10.5	10.0	2.5	-6.3	11.9	-0.8	-1.5
CCN1C(=O)/C(=C2/Sc3ccccc3N2CC)SC1=S	-0.8	3.6	-0.4	11.0	1.1	27.0	-6.0	9.2	2.9
COC(=O)C1CCN(C(=O)c2cc(-c3ccco3)nc3ccccc23)CC1	4.0	1.9	-14.8	8.4	0.3	11.0	-5.8	-3.2	15.4
CC(C)(O)CNC(=O)C(Cc1ccccc1)N1C(=O)c2ccccc2C1=O (configuration not stated)	11.5	2.7	3.0	1.8	1.0	21.4	-0.4	-3.4	-1.5
Cc1c(Cl)cccc1NC(=O)CNC(=O)Cc1c[nH]c2ccccc12	17.0	-0.3	-6.9	-0.6	0.1	3.6	-2.2	0.2	2.7
CC(C)C(=O)Nc1cc(=O)[nH]c2ncnn12	7.7	-22.9	19.0	-1.4	-0.4	15.4	-5.2	-0.4	2.9
CC(C)NC(=O)Nc1ccc2c(c1)C(=O)N([C@H](C)CO)C[C@H](C)[C@@H](CN(C)C(=O)Nc1ccc(C(F)(F)F)cc1)O2	4.1	-11.6	13.5	3.2	0.4	14.0	-16.5	-2.5	-0.2
CCOC(=O)/C=C1\CN(Cc2ccc(OC)cc2)S(=O)(=O)c2ccccc21	-11.8	5.7	14.3	6.5	-1.6	8.2	12.7	1.7	-3.4
CN1CCN(Cc2cc(Cl)c3cccnc3c2OC(=O)c2cccs2)CC1	-15.0	-4.6	0.0	15.7	-2.5	29.5	-8.4	-0.9	-2.7
CC1CCC(N2CCN(c3ncccn3)CC2)CC1 (configuration not stated)	20.3	2.2	-5.7	-18.5	-1.0	18.0	-2.0	-4.1	9.5
COc1ccc(N(CC(=O)N/N=C/c2ccc(-c3ccc([N+](=O)[O-])cc3)o2)S(=O)(=O)c2ccc(C)cc2)cc1	-3.0	-1.1	10.3	4.1	6.0	-8.8	-3.1	0.5	11.1
Cc1[nH]n(-c2ccccc2)c(=O)c1-c1ccc(Cl)cc1	-1.6	2.8	0.7	-16.3	-1.0	-17.4	1.1	-0.4	-1.2
CC(=O)NCc1cc(-c2ccc(Cl)cc2)no1	5.1	-11.2	5.5	-1.3	-1.6	7.8	-13.4	0.4	-10.8
CC1(C)CC(=O)C(C(=S)Nc2ccccc2)=C(NC2CC(C)(C)NC(C)(C)C2)C1	-11.7	-5.7	28.9	3.0	-1.5	17.1	-7.5	-4.0	-2.0
COC(=O)C1=C(N)c2ccccc2C1(C#N)c1ccccc1 (configuration not stated)	9.2	-3.2	16.1	14.8	0.1	13.5	6.1	-9.1	8.7
Cc1ccccc1CCN(C(=O)Cn1nnc2ccccc21)C(C(=O)NCC1CCCO1)c1nc2ccccc2n1C (configuration not stated)	-10.2	8.1	2.0	6.2	0.2	44.0	-7.1	1.0	-3.5
O=C(CSc1ccc(-c2ccccn2)nn1)c1ccc(F)cc1	2.3	5.4	4.1	7.2	3.7	-5.5	-4.3	2.9	1.8
O=C(NCCCN=C1NS(=O)(=O)c2ccccc21)c1ccccc1Cl	5.2	-13.7	14.1	9.5	-1.2	18.6	-7.2	-2.5	4.8
O=C(c1ccc(CNc2c(N3CCCC3)c(=O)c2=O)cc1)N1CCc2ccccc2C1	10.9	10.1	2.6	2.0	1.0	21.1	-5.8	-4.9	2.3
O=C(CCc1ccncc1)N1CCCC(Nc2ccc(F)cc2)C1 (configuration not stated)	1.0	2.1	3.2	0.0	-1.3	22.0	-2.7	-4.0	-6.5
Cc1nc(SCC(=O)NCc2ccco2)nc(C)c1C	4.1	-0.7	-0.2	-3.8	-0.7	-17.6	-10.5	1.4	0.5
N=C1/C(=C/c2ccc(OCc3ccccc3)cc2)C(=O)N=C2SC(CC(=O)N3CCOCC3)=NN12	-50.8	-12.5	-70.1	11.5	-0.1	-17.4	-1.5	-2.9	0.5
COc1ccc(NC(=O)Cn2ncc(Cl)c(Cl)c2=O)cc1S(=O)(=O)N1CCOCC1	.	-12.0	.	0.4	.	.	-6.0	.	-14.2
CCOC(=O)CN1c2ccccc2NC(=O)CC1C (configuration not stated)	10.6	8.5	3.2	-9.2	0.1	18.0	6.9	-3.0	2.5
COc1cc(/C=N/Nc2nc(-c3ccc(S(=O)(=O)N(C)C)cc3)cs2)ccc1O	-4.6	9.0	-2.2	-17.0	8.7	82.4*	10.3	-2.9	-17.9
CCCCc1ccc(NC(=O)NCc2cccnc2)cc1	7.3	0.4	-4.0	10.8	6.5	-4.4	-1.2	-2.9	2.7
N#Cc1cc2c(nc1SCC(=O)Nc1sc3c(c1C#N)CCC3)CCC2	-92.4	-42.3	-29.9	26.4	3.9	-10.0	15.4	5.6	1.5
O=C(N/N=C/c1cn(CCOc2ccccc2)c2ccccc12)c1ccncc1	22.3	54.9	-3.0	0.7	2.3	3.2	-1.4	2.2	-1.6
COc1cccc(NC(=O)CN(C)C(=O)c2ccc3[nH]c4c(c3c2)CC(C)CC4)c1 (configuration not stated)	4.1	-7.5	-2.4	11.1	-0.3	6.2	10.8	-3.1	-1.0
O=C(COc1ccc(Cl)cc1Cl)NCC1(N2CCOCC2)CCCCC1	-26.7	2.2	8.9	1.9	2.2	11.4	20.5	-1.1	-7.8
Cc1ccc(N2CCN(S(=O)(=O)c3ccc4c(c3)NC(=O)C(C)C(=O)N4)CC2C)cc1 (configuration not stated)	-1.7	10.0	6.2	-12.8	-0.3	-3.0	-0.8	-1.5	-2.2
COc1ccc2cc(C(N)=O)/c(=N/NC(=O)c3ccco3)oc2c1	-13.4	-9.2	-9.0	-3.5	1.6	-24.7	2.9	2.0	1.1
O=C(CNC(=S)N(Cc1ccccc1)Cc1cccs1)NCc1ccc(F)cc1	.	3.1	.	6.6	.	.	3.1	.	0.3
CCN(CC)C(=O)CSc1nc2c(sc(=S)n2-c2ccc(C)cc2C)c(=O)[nH]1	7.2	10.9	-7.4	4.8	0.0	5.7	-4.3	-3.7	-0.1
CN(CCc1ccccn1)c1ccc([N+](=O)[O-])cn1	-16.6	0.8	-2.3	6.4	1.7	-2.6	11.8	0.5	0.3
O=C(c1cn(Cc2ccccc2)nc1-c1cccnc1)N1CCN(Cc2c(F)cccc2Cl)CC1	-10.4	-7.7	-14.6	10.5	-1.0	16.3	14.3	-1.7	-8.6
COc1ccc(/C=C/C(=O)O)cc1S(=O)(=O)N1CCc2ccccc2C1	-20.5	-3.2	-46.3	8.7	0.0	8.0	-2.1	-2.4	-3.0
CC(=C/c1ccccc1)/C=N/Nc1nc(N2CCOCC2)nc(N2CCOCC2)n1	-11.3	-11.1	7.8	-10.7	-1.1	3.7	6.4	0.0	-2.8
CCCCOC(=O)CCCc1ccc([N+](=O)[O-])cc1[N+](=O)[O-]	7.0	-6.0	5.2	9.1	0.2	3.7	-1.7	-1.6	1.4
O=C(O)c1ccc(S(=O)(=O)NCC2CCCO2)cc1 (configuration not stated)	-32.1	3.4	-18.8	5.5	2.1	-9.9	-5.7	-3.0	1.7
CCOC(=O)c1nc(N2CCN(C(=O)OCC)CC2)c2c3c(sc2n1)CCCC3	-3.0	1.2	-9.2	-0.9	3.5	10.0	3.5	-4.2	-10.1
CCCc1ncc(C(O)(c2ccccc2)c2ccc(C)cc2)n1C (configuration not stated)	-7.2	4.3	-5.2	9.7	0.8	10.0	2.5	-1.5	12.3
CCC(COC)NC(=O)CCc1nnc(Cc2c[nH]c3ccccc23)o1 (configuration not stated)	-17.9	-1.9	15.4	4.8	1.0	21.8	-4.7	-1.8	-11.0
CN(c1ccccc1)c1nccc(=O)[nH]1	-30.0	0.0	-5.2	-2.9	-0.3	4.0	-9.1	-0.7	-10.9
C=C1CCN([C@@H](CC(C)C)C(=O)NCCC(C)C)S(=O)(=O)c2ccccc21	-7.4	0.8	-2.9	6.0	0.3	-24.0	25.9	-1.5	-4.3
N#Cc1ccc(C(=O)NCC(c2ccco2)N2CCCCC2)cc1 (configuration not stated)	-35.0	5.9	-25.2	-0.4	1.1	-0.1	-2.1	-2.9	4.6

Exported with two lines to a compound: entries from further up.
Fields – 697 NFkB inh | Gli-Sufu block | Jurkat NFkB inh | CCR6 antag | UPR CHOP act | Mdm2-MdmX inh | EBI2 block | XBP1 UPR activ | CXCR6 block
> C=C1CCN([C@@H](CC(C)C)C(=O)NCCC(C)C)S(=O)(=O)c2ccccc21
→ -7.4 | 0.8 | -2.9 | 6.0 | 0.3 | -24.0 | 25.9 | -1.5 | -4.3
> CN(c1ccccc1)c1nccc(=O)[nH]1
→ -30.0 | 0.0 | -5.2 | -2.9 | -0.3 | 4.0 | -9.1 | -0.7 | -10.9
> N#Cc1ccc(C(=O)NCC(c2ccco2)N2CCCCC2)cc1 (configuration not stated)
→ -35.0 | 5.9 | -25.2 | -0.4 | 1.1 | -0.1 | -2.1 | -2.9 | 4.6

(next part)
SMILES	697 NFkB inh	Gli-Sufu block	Jurkat NFkB inh	CCR6 antag	UPR CHOP act	Mdm2-MdmX inh	EBI2 block	XBP1 UPR activ	CXCR6 block
Cc1cccc(N(Cc2cc3ccccc3[nH]c2=O)C(=O)c2cccs2)c1	-8.6	-0.4	3.0	22.1	-0.4	-0.8	4.4	-1.1	4.4
Cc1noc(C)c1S(=O)(=O)Nc1ccc2c(c1)C(=O)N([C@H](C)CO)C[C@H](C)[C@@H](CN(C)S(=O)(=O)c1ccc(F)cc1)O2	19.9	-13.2	0.0	9.0	0.3	28.5	-5.4	-2.1	-10.7
CCN1C(=O)[C@H]2[C@H]3CN=C(SCC(=O)c4ccccc4)N3[C@@](C)(C(=O)OC)[C@H]2C1=O	-6.1	-3.6	.	14.5	1.9	16.5	7.8	8.4	8.5
O=C1CC2(CCN(C(=O)c3ccc(Br)cc3)CC2)Oc2ccccc21	-17.8	8.4	-14.8	9.1	-2.2	-11.5	54.1*	-4.6	-6.4
COc1ccc(CC(=O)Oc2ccc(C#N)cc2)cc1	-8.3	-0.9	3.1	2.2	-1.5	7.2	-4.2	-4.6	2.0
N#C/C(=C/c1cccc([N+](=O)[O-])c1)c1nnc2n1CCCCC2	5.4	12.5	-2.3	4.2	-0.6	14.4	-44.6	-1.1	-9.7

No enrichment for hits; 5% or so of the library scored in one or more.
